# STAT1 inh: reduces IFN-gamma driven STAT1 reporter signal | inhibition, % at 5.5 µM | 200,000 compounds, 0.35% hits | AID 920 | NIH 3T3 STAT1-luciferase reporter, luminescence;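 active = inhibition above a set limit, the mean inhibition across all tested compounds plus 3 SD, cut at about 34% in these data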;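 note: 0% = IFN-gamma with DMSO and 100% = IFN-gamma with 300 µM nifuroxazide; values of inactives mirror those of a sister screen read the other way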
# SRC2 TRFRET art: flags TR-FRET format artefacts in PPARgamma SRC-2 recruitment agonist screen; TR-FRET artefact counter-screen; active compounds read high; 200,000 compounds, 0.4% hits; TR-FRET ratio at 8 µM; in the data active = TR-FRET ratio above about 2000; note: inactives centre near 1500
# ROMK primary: modulates human ROMK potassium channel activity; Tet-inducible ROMK, thallium flux fluorescence; actives lie on both sides; B-score at 10 µM; 130,000 compounds, 2% hits;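 active = signal ratio slope over the read window, or its plate-corrected B-score, at least 3 SD from the plate mean, either direction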;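 note: B-score of the F/F0 ratio slope over 7 to 12 s after thallium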
# Target sequence (P48048 whole entry, looked up): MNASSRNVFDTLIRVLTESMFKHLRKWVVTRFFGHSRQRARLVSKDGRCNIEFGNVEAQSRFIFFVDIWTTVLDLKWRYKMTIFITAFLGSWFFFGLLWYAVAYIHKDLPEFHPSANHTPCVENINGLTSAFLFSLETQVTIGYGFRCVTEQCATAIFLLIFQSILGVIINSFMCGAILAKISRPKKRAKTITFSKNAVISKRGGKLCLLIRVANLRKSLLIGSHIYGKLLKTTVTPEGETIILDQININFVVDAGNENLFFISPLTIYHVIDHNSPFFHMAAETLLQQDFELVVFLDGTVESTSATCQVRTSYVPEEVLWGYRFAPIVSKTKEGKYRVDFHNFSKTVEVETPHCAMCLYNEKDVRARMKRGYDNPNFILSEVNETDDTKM
# PPARg SRC2 recr: promotes SRC-2 coactivator recruitment by human PPARgamma. PPARgamma LBD-SRC-2 recruitment, biochemical. activation, % at 8 µM. 200,000 compounds, 0.34% hits; in the data active = activation above about 22%;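 note: 0% = vehicle and 100% = reference agonist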
# Target sequence (P37231 whole entry, looked up, the tested form may be a part): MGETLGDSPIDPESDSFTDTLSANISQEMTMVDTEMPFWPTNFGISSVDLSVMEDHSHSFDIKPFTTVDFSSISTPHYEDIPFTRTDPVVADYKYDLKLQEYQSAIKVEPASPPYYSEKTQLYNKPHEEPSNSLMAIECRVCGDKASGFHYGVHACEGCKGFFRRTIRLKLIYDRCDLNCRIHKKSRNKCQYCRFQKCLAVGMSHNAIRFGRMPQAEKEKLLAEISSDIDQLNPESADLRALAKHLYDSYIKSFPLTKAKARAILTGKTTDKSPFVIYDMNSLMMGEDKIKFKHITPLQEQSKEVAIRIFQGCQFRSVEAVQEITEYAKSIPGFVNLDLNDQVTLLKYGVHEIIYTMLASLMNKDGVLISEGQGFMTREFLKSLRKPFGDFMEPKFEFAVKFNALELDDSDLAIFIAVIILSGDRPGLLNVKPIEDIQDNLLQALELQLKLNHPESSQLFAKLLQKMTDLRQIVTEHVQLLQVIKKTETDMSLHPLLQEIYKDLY
# STAT3 blocker: reduces IL-6 driven STAT3 reporter signal | U3A cells, IL-6 STAT3-luciferase reporter, luminescence; host cell line lacks STAT1 | inhibition, % at 5.5 µM | 190,000 compounds, 0.89% hits;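 active = inhibition above the mean inhibition across all screened compounds plus 3 SD, cut at about 44% in these data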;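 note: 0% = DMSO only wells and 100% = 100 µM nifuroxazide control wells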
# STAT3 act: activators of IL-6 induced STAT3 signaling | 190,000 compounds, 0.91% hits | U3A cells, IL-6 STAT3-luciferase reporter, luminescence; 100% = signal with IL-6 EC80 alone | activation (% of control), % at 5.6 µM;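 active = activation above the screen-wide mean of compound activation plus 3 SD, cut at about 130% in these data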;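 note: 0% = background luminescence of wells with medium and substrate only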
#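 Detection: reporter luminescence signal / Assay system: STAT1-lacking human U3A cells, STAT3 luciferase reporter / Incubation: compound pre-incubation 1 h before IL-6, then 6 h stimulation at 37 °C / Control set: IL-6-only high control / Read-out: % activation relative to IL-6 control / Probe or stimulus: Interleukin-6, 33 ng/mL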
# PPARg SRC-1 ag: PPARgamma-driven SRC-1 recruitment agonism | activation, % at 8 µM | PPARgamma-SRC-1 coactivator recruitment biochemical assay | 200,000 compounds, 0.41% hits | AID 631; in the data active = activation above about 19%;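 note: 0% = DMSO and 100% = reference agonist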
# TNAP act hi DEA: TNAP (human) activation, high acceptor; purified TNAP, CDP-star luminescence, 1 M DEA, 30 min; active compounds read high; 0 = EDTA background, 1 = DMSO-only activity; activation factor at 20 µM; 200,000 tested, under 10 active;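 active = activation factor at least 2 at 20 µM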
#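 Dosing: 20 µM single point. System: human TNAP. Amount: TNAP 1/800 final. Incubation: 30 min, room temperature. Read-out: TNAP activation factor scaled between EDTA and DMSO control wells. Signal: luminescence from CDP-star hydrolysis. Medium: 1 M DEA, pH 9.8, Mg2+, Zn2+. Control set: EDTA negative control, DMSO positive control.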
# bIAP inhibitor: intestinal alkaline phosphatase (bovine) inhibition. AID 1019. 190,000 tested, under 10 active. inhibition, % at 20 µM. purified bovine IAP, CDP-star luminescence, 30 min;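 active = over 50% inhibition of intestinal alkaline phosphatase at 20 µM in the single-dose screen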
#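 Incubation: 30 min reaction at room temperature / Material: purified bovine intestinal alkaline phosphatase (IAP) enzyme / Input: enzyme at 1/65,000,000 dilution / Dosing: 20 µM single dose / Signal: CDP-star luminescence signal / Reagent: CDP-star chemiluminescent phosphatase substrate, 30 µM final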
# PPARg SRC3 recr: agonists of human PPARgamma SRC-3 coactivator recruitment; P37231; biochemical PPARgamma/SRC-3 coactivator recruitment assay; activation, % at 8 µM; 200,000 compounds, 0.26% hits; AID 731; in the data active = activation above about 23%;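 note: 0% = DMSO and 100% = reference agonist; some compounds past the cut are filed as inactive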
# bIAP activator: increases bovine intestinal alkaline phosphatase activity; 200,000 compounds, 0.17% hits; activation factor at 20 µM; purified bovine IAP, CDP-star luminescence, 30 min; active compounds read high; fold of DMSO-control signal, blank-subtracted;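 active = activation factor of 2 or more at 20 µM, a signal rise over negative controls twice the positive control's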
# An asterisk follows results filed as active; · = no result given.
# The opening 11 entries as a preview:
SMILES,STAT1 inh,SRC2 TRFRET art,ROMK primary,PPARg SRC2 recr,STAT3 blocker,STAT3 act,PPARg SRC-1 ag,TNAP act hi DEA,bIAP inhibitor,PPARg SRC3 recr,bIAP activator
O=C(CN(c1ccc(F)cc1)S(=O)(=O)c1ccc2c(c1)OCCO2)Nc1ccccc1,6,1528,-2,-1,0,103,-3,1.1,11,3,0.9
O=C(Nc1ccccc1)c1ccc(CN2CCC(Cc3ccccc3)CC2)cc1,3,1492,·,2,37,77,5,·,·,6,·
COc1ccc(C(=O)Nn2cnc3scc(-c4cccs4)c3c2=O)c(O)c1,-7,1506,-0.74,0,-16,117,14,·,·,13,·
FC(F)Oc1ccc(NC(=S)NNc2ccnc3cc(Cl)ccc23)cc1,-8,1727,0.99,4,-3,105,6,1,-2,0,1
CCOc1cc2[nH]c(=S)n(CCCOC)c(=O)c2cc1OCC,0,1582,·,4,9,98,8,1,10,-1,0.9
Cc1ccc(NC(=S)N(CCN(C)C)Cc2cc3cc(C)ccc3[nH]c2=O)cc1,2,1516,-1.2,-1,3,100,1,1,-2,2,1
O=C1CC(c2ccccc2)CN1C(=O)c1cccc([N+](=O)[O-])c1 (centres undefined),-5,1514,-0.12,-2,1,102,1,1.1,24,2,0.8
Cc1sc2ncn(CC(=O)Nc3ccccc3F)c(=O)c2c1-c1ccccc1,14,1562,-2.7,3,2,102,2,1,-29,3,1.3
CCOc1cc(NC(=S)NCCCN2CCOCC2)c(OCC)cc1NC(=O)c1cccs1,1,1566,1.1,4,1,102,9,1,-9,6,1.1
O=C(COC(=O)c1cc2ccccc2cc1O)NC(=O)NCc1ccco1,7,1419,0.16,10,0,100,-4,1,-2,5,1
CCN(CC)C(=O)CSc1nnc(-c2cccnc2)n1Cc1ccccc1,-1,1300,0.43,-6,-8,104,-1,1,3,1,1

# Results, from the start:
SMILES,STAT1 inh,SRC2 TRFRET art,ROMK primary,PPARg SRC2 recr,STAT3 blocker,STAT3 act,PPARg SRC-1 ag,TNAP act hi DEA,bIAP inhibitor,PPARg SRC3 recr,bIAP activator
O=C(CN(c1ccc(F)cc1)S(=O)(=O)c1ccc2c(c1)OCCO2)Nc1ccccc1,6,1528,-2,-1,0,103,-3,1.1,11,3,0.9
O=C(Nc1ccccc1)c1ccc(CN2CCC(Cc3ccccc3)CC2)cc1,3,1492,·,2,37,77,5,·,·,6,·
COc1ccc(C(=O)Nn2cnc3scc(-c4cccs4)c3c2=O)c(O)c1,-7,1506,-0.74,0,-16,117,14,·,·,13,·
FC(F)Oc1ccc(NC(=S)NNc2ccnc3cc(Cl)ccc23)cc1,-8,1727,0.99,4,-3,105,6,1,-2,0,1
CCOc1cc2[nH]c(=S)n(CCCOC)c(=O)c2cc1OCC,0,1582,·,4,9,98,8,1,10,-1,0.9
Cc1ccc(NC(=S)N(CCN(C)C)Cc2cc3cc(C)ccc3[nH]c2=O)cc1,2,1516,-1.2,-1,3,100,1,1,-2,2,1
O=C1CC(c2ccccc2)CN1C(=O)c1cccc([N+](=O)[O-])c1 (centres undefined),-5,1514,-0.12,-2,1,102,1,1.1,24,2,0.8
Cc1sc2ncn(CC(=O)Nc3ccccc3F)c(=O)c2c1-c1ccccc1,14,1562,-2.7,3,2,102,2,1,-29,3,1.3
CCOc1cc(NC(=S)NCCCN2CCOCC2)c(OCC)cc1NC(=O)c1cccs1,1,1566,1.1,4,1,102,9,1,-9,6,1.1
O=C(COC(=O)c1cc2ccccc2cc1O)NC(=O)NCc1ccco1,7,1419,0.16,10,0,100,-4,1,-2,5,1
CCN(CC)C(=O)CSc1nnc(-c2cccnc2)n1Cc1ccccc1,-1,1300,0.43,-6,-8,104,-1,1,3,1,1
Clc1ccc(CSc2ccc(-c3ccco3)nn2)cc1,-25,1720,·,7,7,97,8,1,14,9,0.9
Cc1c(C(=O)NCc2ccccc2)oc2c1C(=O)CCC2,7,1571,0.92,0,6,96,0,1,0,-8,1
O=C1CCC(CCC(=O)N2CCCC(C(=O)c3ccc4c5c(cccc35)CC4)C2)=NN1 (centres undefined),0,1506,-0.75,2,-2,106,-5,1.1,-31,-1,1.3
CCn1c(=O)cc(SCC(=O)Nc2ccc(Cl)cc2)c2ccccc21,9,1617,·,2,35,73,39*,1.1,8,20,0.9

# The listing continues.
SMILES,STAT1 inh,SRC2 TRFRET art,ROMK primary,PPARg SRC2 recr,STAT3 blocker,STAT3 act,PPARg SRC-1 ag,TNAP act hi DEA,bIAP inhibitor,PPARg SRC3 recr,bIAP activator
CCn1c(COc2ccc3c(c2)OCO3)nnc1SCC(=O)c1ccc(Cl)cc1,-1,1392,0.9,6,7,99,0,1,0,-13,1
CN(C)CC(C)(C)CNC(=S)NCc1ccc2c(c1)OCO2,3,1741,0.62,1,2,99,0,1.1,7,5,0.9
O=C(NCc1cccs1)Nc1cccc(Cl)c1,-22,1738,-0.24,8,-5,107,1,·,·,2,·
CC1(C)OC(=O)C(=CNC(Cc2c[nH]c3ccccc23)C(=O)O)C(=O)O1 (centres undefined),1,1616,1,4,0,102,6,1,-1,3,1
O=C(c1cccc(S(=O)(=O)N2CCOCC2)c1)N1CCN(S(=O)(=O)c2cccs2)CC1,15,1644,1,-2,18,90,-2,1,6,1,0.9
COc1ccc(C(=O)Nn2c(SCc3cccc([N+](=O)[O-])c3)nc3ccccc3c2=O)cc1,-49,1429,·,-5,7,96,-1,1,0,0,1
COc1ccc(Cl)cc1N(CC(=O)N1CCC(C)CC1)S(C)(=O)=O,0,1419,·,-10,5,102,-1,1,4,6,1
CCN(CC)CCn1c(NCc2ccco2)nc2ccccc21,-3,1384,·,4,-2,104,10,1,4,7,1
CCOC(=O)CN(c1ccccc1)S(=O)(=O)c1ccc(F)cc1,-6,1527,·,0,-1,103,2,1,-5,-1,1.1
S=C(NCc1cccnc1)Nc1ccc(Oc2ccccc2)cc1,-1,1601,0.1,-5,1,103,-6,1,-15,-1,1.1
Cc1ccc(Nc2nnns2)cc1C,3,1451,-3*,5,10,93,-2,1.1,10,-2,0.9
COc1cc(NS(=O)(=O)c2ccc(NC(=O)NC3CCCCC3)cc2)nc(OC)n1,2,1384,·,1,4,99,2,1.1,8,18,0.9
COc1ccc(CNS(=O)(=O)NCc2ccccc2)cc1OC,4,1714,0.00081,8,8,95,7,1.1,-9,2,1.1
CCOC(=O)CNNC(=O)Nc1ccc(Cl)c(Cl)c1,4,1467,0.52,5,24,83,7,1,9,3,0.9
Cc1ccccc1-c1nc(CN2CCC(C(=O)NCc3cccnc3)CC2)c(C)o1,7,1712,·,6,3,101,4,1,-73,17,1.7

# (next part)
SMILES,STAT1 inh,SRC2 TRFRET art,ROMK primary,PPARg SRC2 recr,STAT3 blocker,STAT3 act,PPARg SRC-1 ag,TNAP act hi DEA,bIAP inhibitor,PPARg SRC3 recr,bIAP activator
COc1ccc(S(=O)(=O)N2CCN(C(=O)c3cnc(C)cn3)CC2)cc1,3,1509,1.7,1,0,100,-2,1.1,-2,-3,1
CCN(CC)S(=O)(=O)c1cccc(C(=O)N[C@H](C(=O)OCC(=O)NC(=O)NC)C(C)C)c1,0,1628,·,-4,6,98,5,1,2,9,1
Cc1ccc(Sc2ncnc3onc(C)c23)cc1,1,1501,·,4,4,100,-2,1,13,6,0.9
O=c1c([N+](=O)[O-])c(NC2CCCCC2)c2ccccc2n1-c1ccccc1,0,1400,1,2,0,103,-4,1,6,7,0.9
Cc1cc(C(F)(F)F)nn1CC(=O)NCC1CCCO1 (centres undefined),-1,1573,0.61,0,12,95,1,1.1,8,-3,0.9
COc1ccc(-c2nc3ccccc3c(=O)n2CCN2CCOCC2)cc1,-4,1442,·,2,2,98,-2,1,4,-7,1
CCOc1ccc(-c2cnc3n2CCC3)cc1,-2,1426,0.86,2,18,91,-4,1,-2,-6,1
CCOC(=O)C1=NOC(Cn2cc(C(C)=O)c(=O)[nH]c2=O)C1 (centres undefined),-10,1383,-0.012,-5,1,101,4,1,-8,3,1.1
O=C(Nc1ccn(Cc2ccccc2F)n1)c1ccc(COc2cccc(Br)c2)cc1,22,1555,·,5,30,80,6,1.1,19,-3,0.8
O=C(O)c1cc(S(=O)(=O)Nc2ccccc2C(=O)O)ccc1O,8,1350,0.61,-3,1,102,-3,1,5,-1,0.9
CCSc1nc2c(c(=O)[nH]c(=O)n2C)n1CC(O)COc1ccccc1 (centres undefined),9,1569,-1.2,8,9,97,7,1.1,2,4,1
CCOc1ccc(-c2cc(C(=O)N3CCN(c4ccccn4)CC3)c3ccccc3n2)cc1,-17,1560,·,-1,-3,107,-1,1,-1,1,1
CN1CC(c2ccccc2)C2(SC(=S)N(Cc3ccco3)C2=O)C12C(=O)Nc1ccccc12 (centres undefined),2,1616,0.15,2,18,90,-7,1,19,-8,0.8
Cc1ccc(OCCn2c(CCNC(=O)C(C)C)nc3ccccc32)cc1,3,1511,-1.1,4,-4,107,1,1,-6,-4,1.1
CCc1ccc(C2C(C(C)=O)=C(C(=O)OC)Nc3nnnn32)cc1 (centres undefined),8,1518,·,4,7,94,-4,1,·,3,0.4

# Additional results.
SMILES,STAT1 inh,SRC2 TRFRET art,ROMK primary,PPARg SRC2 recr,STAT3 blocker,STAT3 act,PPARg SRC-1 ag,TNAP act hi DEA,bIAP inhibitor,PPARg SRC3 recr,bIAP activator
S=C(NCCCN1CCOCC1)Nc1ccc(-c2nc3ccccc3[nH]2)cc1,-9,1520,-0.38,2,4,101,6,1,-3,2,1
Cc1ccc(-c2nnc(N3CCN(c4ccccn4)CC3)c3ccccc23)cc1,10,1391,-1.3,-7,11,93,-7,1,6,-1,0.9
CCC(=O)Nc1sc2c(c1C(N)=O)CCC2,3,1481,0.082,8,4,99,6,1.1,5,-1,1
CCN1CCN(CC2CC3C=CC2C3)CC1 (centres undefined),-2,1527,0.62,1,1,101,2,1,·,-2,0.4
COc1cccc(COc2ccc3c(C)c(Cc4ccccc4)c(=O)oc3c2)c1,1,1575,·,2,15,95,4,·,·,3,·
COc1ccc(C2=NOC(C(=O)NCc3ccccn3)C2)cc1 (centres undefined),3,1414,·,4,0,101,-2,1,-3,7,1
Cc1ccc(/C([O-])=C(/C(=S)NCc2ccccc2)[n+]2cccc(CO)c2)cc1[N+](=O)[O-],-4,1574,0.43,-1,12,98,9,1,-35,6,1.3
COc1ccccc1C(=O)N1CCNC(=O)C1CC(=O)Nc1cccc(C)c1 (centres undefined),5,1542,·,3,4,100,2,1.1,10,-3,0.9
NS(=O)(=O)c1ccc(NC(=S)N2CCN(c3cccc(Cl)c3)CC2)cc1,12,1626,·,2,18,87,0,1,4,5,1
CCOC(=O)c1ccc(CSc2nncn2N)o1,3,1413,0,1,2,99,-4,1,4,-4,1

# Source: PubChem BioAssay (several laboratories)

# Compounds as they come, and some 3.7% of all compounds hit somewhere here.
